Compound activity (PubChem BioAssay)
Nrf2 block: inhibitors of Nrf2 signaling | A549 ARE-Fluc reporter, luciferase luminescence, 18-24 h | Potency, µM (titrated, usually from 46 µM), for the others: top-dose activity change, negative = inhibition, usual class: inhibitors | actives 2.1% (n = 360,000); also: potency is read from the fitted curve at half-maximal effect; % is scaled to controls: 0 for no effect and ±100 for the full control effect; nearly all actives have a fitted effect of over 60% in size
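Quantitative HTS in A549 cells stably bearing an antioxidant response element-firefly luciferase construct. Inhibition of Nrf2-driven transcription was scored by luminescence after 18-24 h of compound exposure at 37 °C.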
MmCpn inh: inhibitors of Methanococcus maripaludis chaperonin (MmCpn); purified Mm-Cpn ATPase, ADP Transcreener TR-FRET; Potency, µM (titrated, usually from 76.9 µM), for the others: at the highest dose activity, negative = inhibition, most hits filed as inhibitors; actives 0.031% (n = 330,000); also: potency is read from the fitted curve at half-maximal effect; % is scaled to controls: 0 for no effect and ±100 for the full control effect; nearly all actives have a fitted effect of over 80% in size
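Measured: ADP formation by purified Mm-CPN. Conditions: 25 nM protein, 10 uM ATP, Tris pH 7.4 with Mg2+, K+ and DTT, 37°C for 30 min. Detection: Transcreener HTRF after 30 min at room temperature.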
CCT chaperon mod: cytosolic chaperonin activity modulation | purified chaperonin ATPase assay, HTRF ADP detection, 30 min | activity change, % (concentration not given with the values), hits read low | actives 0.3% (n = 360,000) | AID 651819; in the data active = activity change below about -30%; also: % is scaled to controls: 0 for no effect and ±100 for the full control effect
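TRiC at 40 or 20 nM final (batch-dependent) in 30 mM Tris pH 7.4, 100 mM KCl, 5 mM MgCl2, 1 mM DTT, with compound at single 76 uM and 10 uM ATP, 30 min at 37 deg C. ADP detected by HTRF Transcreener, 665/615 ratio.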
ATXN viability: viability counter-screen for ATXN expression inhibitors. S2 cells (HEK-293 line with an ATXN2-luciferase reporter) viability, CellTiter-Fluor protease fluorescence, 24 h. Potency, µM (titrated, usually from 56.7 µM), hits mostly cytotoxic. actives 0.49% (n = 400,000). AID 651635; also: potency is read from the fitted curve at half-maximal effect; nearly all actives have a fitted effect of over 40% in size
HepG2 viability: HepG2 cytotoxicity, counter-screen for TGF-b inhibitors | HepG2 CAGA-GFP viability, ATP luminescence, 18 h | Potency, µM (top dose mostly 46.1 µM), inactives show top-dose activity change, negative = cytotoxicity, hits mostly cytotoxic | actives 0.76% (n = 410,000); also: potency is read from the fitted curve at half-maximal effect; some results filed as inactive show a strong effect at the top dose
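HepG2 CAGA-GFP cells (1000/well, DMEM with 1% FBS) received compound, then TGF-beta at 500 pg/mL final, and were incubated 18 hours at 37 degrees C. Viability was read by CellTiter-Glo luminescence. Media-only wells were set as complete cell-killing and DMSO as no toxicity.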
TGFb SMAD3 inh: blocks TGF-b signaling; actives 1.2% (n = 410,000); HepG2 CAGA-GFP TGF-b/SMAD3 reporter, GFP fluorescence, 18 h; TGF-beta stimulated, 500 pg/mL final; AID 588855; Potency, µM (titrated, usually from 46.1 µM), inactives show top-dose activity, negative = inhibition, actives largely listed as inhibitors; also: potency is read from the fitted curve at half-maximal effect; % is scaled to controls: 0 for no effect and ±100 for the full control effect; nearly all actives have a fitted effect of over 65% in size
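Cell-based qHTS in HEPG2 carrying a CAGA-GFP Smad reporter; compounds added before 500 pg/mL final TGF-beta, 18 h incubation at 37 degrees C, GFP fluorescence quantified per cell by imaging cytometry.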
A549 viability: kills or reduces viability of A549 cells in Nrf2 counter-screen. A549 ARE-Fluc cells, CellTiter-Fluor viability, 18-24 h. Potency, µM (top dose mostly 46 µM), for inactives: top-dose activity change, negative = cytotoxicity, actives largely listed as inhibitors. actives 0.16% (n = 390,000); also: potency is read from the fitted curve at half-maximal effect; % is scaled to controls: 0 for no effect and ±100 for the full control effect
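A549 ARE_Fluc cells in 5% FBS OPTI-MEM were exposed to compounds in concentration-response for 18-24 h at 37 deg C. Viability was read by CellTiter-Fluor fluorescence (Ex 405/Em 525) after 30 min, before the luciferase read.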
Nrf2 ARE act: activators of Nrf2 (ARE) signaling; AREc32 ARE-luciferase reporter (MCF7-derived line), luminescence, 24 h; Potency, µM (doses to about 46.1 µM), for the others: at the highest dose activation, hits mostly activators; actives 0.31% (n = 410,000); AID 624171; also: potency is read from the fitted curve at half-maximal effect; % of control where 0% means no effect; nearly all actives have a fitted effect of over 65% in size
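Quantitative high-throughput format: AREc32 reporter cells, 1000 per well, received compound by pin transfer and were incubated 24 hr at 37 deg C, 5% CO2, before Steady-Glo luminescence detection.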
Akt phos inh: blocks phosphorylation of Akt; Neuro2A IGF-stimulated pAkt S473 HTRF, 20 min; stronger effect = lower value; activity change, % for hits at 50 µM; actives 0.32% (n = 360,000); AID 651550; in the data active = activity change below about -80%; inconclusive = mostly about -51% to -80%; also: % is scaled to controls: 0 for no effect and ±100 for the full control effect
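Single-point screen (50 µM final compound) in Neuro2A cells stimulated 20 min with 6 nM IGF at 37 deg C. After lysis, Ser473-phosphorylated Akt read by HTRF (ex 330 nm, em 615/665 nm) as the 665/615 ratio.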
Starred values were filed as active, the others as inactive; i = inactive; ? = inconclusive; nt = no result given. Unless noted, calls follow the shape of the dose curve; as a rule, active = well fitted curve in the direction sought with a large enough effect; inconclusive = small, poorly fitted or top-dose-only effect, or another doubt; inactive = no such curve, though single readings can be large; an effect the other way counts as inactive or inconclusive.

No.	smiles	A549 viability	Nrf2 block	Nrf2 ARE act	Akt phos inh	ATXN viability
1	CN(C)CCOC(=O)c1cn(Cc2ccccc2)c2ccccc12	16%	nt	4.7%	i	i
2	COc1ccccc1-c1nn2c(=O)cc(CN3CCN(C(=O)COc4ccccc4Cl)CC3)nc2s1	-18%	nt	9.2%	nt	i
3	Cn1c(=O)cc(SCC(=O)N2CCC3(CC2)OCCO3)c2ccccc21	1%	-21%	4.0%	i	i
4	S=P(N1CCOCC1)(N1CC1)N1CC1	-3%	2%	-0.6%	i	i
5	Cc1ccc(-n2c(O)c(C=NCc3cccnc3)c(=O)[nH]c2=O)cc1C	1%	5%	-0.5%	i	i
6	COC(=O)C1=C(c2c(C)noc2C)C[C@@H]2CC[C@H]1N2C(=O)NCc1ccc(C(F)(F)F)cc1	?	-2%	-1.0%	i	i
7	CCOC(C(=O)OCC(O)CN(CC)CC)(c1ccccc1)c1ccccc1 (configuration not stated)	-2%	14%	-0.4%	i	i
8	c1ccc(C(c2ccccc2)c2ccncc2)cc1	3%	-7%	-0.9%	i	i
9	CC(=O)CC(c1ccccc1[N+](=O)[O-])c1c(O)c2ccccc2oc1=O (configuration not stated)	-5%	-17%	3.2%	i	i
10	CC(=O)O[C@H]1CC[C@@]2(C)[C@H](C1)C(=O)C[C@H]1[C@@H]3CC[C@@H]4[C@@H](CN5C[C@@H](C)CC[C@H]5[C@@]4(C)O)[C@@H]3C[C@@H]12	6%	3%	2.0%	i	i

No.	TGFb SMAD3 inh	HepG2 viability	CCT chaperon mod	MmCpn inh
1	-5%	-29%	-3.0	-2%
2	?	0%	nt	nt
3	-15%	-14%	-0.1	0%
4	7%	-22%	1.3	nt
5	0%	1%	1.7	1%
6	3%	0%	-1.4	0%
7	?	-43%	-0.3	0%
8	-8%	-6%	1.5	nt
9	-2%	-27%	0.8	0%
10	4%	-6%	0.7	-1%

Next compounds.
No.	smiles	A549 viability	Nrf2 block	Nrf2 ARE act	Akt phos inh	ATXN viability
11	CCN1CCN(C(=O)Cc2coc3cc(C)cc(C)c23)CC1	-2%	nt	0.3%	i	i
12	CCN(N=Nc1nonc1OC)c1nonc1OC	-2%	10%	0.0%	i	i
13	O=C1NCN(c2ccccc2)C12CCN(C(c1cc3ccccc3o1)c1nnnn1Cc1ccccc1)CC2 (configuration not stated)	nt	nt	3.7%	i	nt
14	CC12C=CC(=O)C=C1CCC1C2C(=O)CC2(C)C(=O)CCC12 (configuration not stated)	-1%	-14%	3.2%	i	i
15	C=CCn1c(O)c(/C=C2/C=CC=N2)c(=O)[nH]c1=O	26%	8%	8.4%	i	?
16	CCOC(=O)c1c(C)c(P(=S)(N2CCOCC2)N2CCOCC2)n(C)c1C	-6%	-3%	0.4%	i	i
17	COC(=O)C1=C(c2ccc(C(C)=O)cc2)C[C@@H]2CC[C@H]1N2C(=O)NCc1ccco1	8%	4%	5.8%	i	i
18	CCCC1COC(Cn2cncn2)(c2ccc(Cl)cc2Cl)O1 (configuration not stated)	3%	-6%	-0.5%	i	i
19	CN1C(=O)NC(=O)/C(=C/c2ccc(C(=O)O)cc2)C1=O	-4%	-15%	-0.2%	i	i
20	COc1cc(/C=C/c2nc3ccccc3c(=O)n2-c2ccccc2O)ccc1O	-6%	2%	?	i	nt
21	CC1(C)CC(=O)C2=C(C1)OC(N)=C([N+](=O)[O-])C2c1ccc(C#N)s1 (configuration not stated)	19%	-2%	?	i	i
22	Cc1nc2ccccc2c(=O)n1-c1nccs1	nt	nt	0.8%	i	i
23	O=C(Cn1cc(C(=O)c2ccccc2)c2ccccc21)NCc1ccco1	-19%	-8%	5.1%	i	i

No.	TGFb SMAD3 inh	HepG2 viability	CCT chaperon mod	MmCpn inh
11	1%	-3%	0.6	-1%
12	0%	-6%	0.6	-1%
13	14µM*	0%	0.4	nt
14	-1%	6%	-3.1	nt
15	?	-33%	-3.1	0%
16	4%	-24%	0.3	-2%
17	1%	0%	0.2	1%
18	-19%	-38%	-5.8	-1%
19	18%	0%	0.3	0%
20	7%	-4%	-4.5	-8%
21	-8%	9%	-2.1	0%
22	18%	22%	-0.8	nt
23	0%	1%	0.7	-11%

Structural class: the compounds so far with sulfur (6)
No.	smiles	A549 viability	Nrf2 block	Nrf2 ARE act	Akt phos inh	ATXN viability
2	COc1ccccc1-c1nn2c(=O)cc(CN3CCN(C(=O)COc4ccccc4Cl)CC3)nc2s1	-18%	nt	9.2%	nt	i
3	Cn1c(=O)cc(SCC(=O)N2CCC3(CC2)OCCO3)c2ccccc21	1%	-21%	4.0%	i	i
4	S=P(N1CCOCC1)(N1CC1)N1CC1	-3%	2%	-0.6%	i	i
16	CCOC(=O)c1c(C)c(P(=S)(N2CCOCC2)N2CCOCC2)n(C)c1C	-6%	-3%	0.4%	i	i
21	CC1(C)CC(=O)C2=C(C1)OC(N)=C([N+](=O)[O-])C2c1ccc(C#N)s1 (configuration not stated)	19%	-2%	?	i	i
22	Cc1nc2ccccc2c(=O)n1-c1nccs1	nt	nt	0.8%	i	i

No.	TGFb SMAD3 inh	HepG2 viability	CCT chaperon mod	MmCpn inh
2	?	0%	nt	nt
3	-15%	-14%	-0.1	0%
4	7%	-22%	1.3	nt
16	4%	-24%	0.3	-2%
21	-8%	9%	-2.1	0%
22	18%	22%	-0.8	nt

Not all compounds are listed (hit frequency here may not be typical).
